Source: PubChem
GRK2 inh – inhibitors of human GRK2 displacing RNA aptamer; P25098; bead flow cytometry, FAM-aptamer displacement from GRK2; inhibition of aptamer binding, % at 10 µM; actives 0.59% (n = 330,000);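 active = inhibition of aptamer binding above 40%, roughly 3 SD of noise, on plates passing a quality check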;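 note: median bead fluorescence of bound FAM aptamer so fluorescent compounds give negative values; no value below 0 was filed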
PME-1 inh – PME-1 (human) inhibition. inhibition, % at 5.9 µM. actives 0.53% (n = 320,000). Q9Y570. recombinant PME-1, FP-Rh probe fluorescence polarization. AID 2130;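 active = inhibition above the campaign mean of all compounds plus 3 SD, cut at about 26% in these data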;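 note: competitive labeling of PME-1 active site by serine hydrolase directed probe; 0% = PME-1 with DMSO and 100% = wells lacking PME-1 enzyme; inhibitors block probe labeling so polarization falls and inhibition rises; many of its hits are not listed in these tables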
Efflux pump inh – inhibitors of Candida antifungal efflux pumps expressed in yeast | S. cerevisiae Candida pump triplex, Nile Red efflux | inhibition, % at 10 µM | actives 0.44% (n = 330,000) | AID 485275;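 active = plate passing quality check with inhibition over a set limit, or well fluorescence over plate mean plus 4 SD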;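 note: Nile Red retained in pooled yeast measured as flow cytometry median fluorescence; 0% = buffer negative control and 100% = Enniatin B positive control; higher means more Nile Red kept so more efflux inhibition; some compounds called inactive have numbers as strong as hits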
Fam108B inh – counter-screen for RBBP9 inhibitors: inhibitors of mouse Fam108B | recombinant Fam108B, FP-Rh probe fluorescence polarization | inhibition, % at 9.51 µM | actives 0.33% (n = 300,000) | AID 1947;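 active = inhibition above the screen mean inhibition plus 3 SD, computed separately per campaign, cut at about 18% in these data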;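 note: inhibitors lower polarization as less probe binds the enzyme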
MCL1 BIM primary – inhibitors of human MCL1 binding to BIM-BH3 peptide | Q07820 | GST-MCL1 / FITC-Bim-BH3 fluorescence polarization | inhibition, % at 10.9 µM | actives 0.68% (n = 320,000) | AID 2057;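 active = inhibition above the mean inhibition of all tested compounds plus 3 SD, set per campaign, cut at about 40% in these data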;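 note: 0% = DMSO wells and 100% = unlabeled Bim-BH3 peptide control; higher means more loss of mP so more displacement of Bim peptide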
Target sequence (Q07820 whole entry, looked up): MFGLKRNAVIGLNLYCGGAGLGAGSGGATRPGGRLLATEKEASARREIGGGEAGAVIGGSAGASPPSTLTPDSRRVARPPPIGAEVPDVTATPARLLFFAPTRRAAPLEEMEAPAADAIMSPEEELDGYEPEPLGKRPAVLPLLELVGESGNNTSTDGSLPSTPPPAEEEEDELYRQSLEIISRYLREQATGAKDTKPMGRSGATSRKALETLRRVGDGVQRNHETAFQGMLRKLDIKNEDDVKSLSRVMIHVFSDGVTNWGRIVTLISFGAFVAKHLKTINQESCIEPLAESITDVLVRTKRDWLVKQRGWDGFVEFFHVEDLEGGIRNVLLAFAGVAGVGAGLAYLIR
VLA-4 inh – inhibition in a human VLA-4 binding assay | P13612 | VLA-4 expressing cells, ligand binding flow cytometry | inhibition, % (about 7 µM as worked out from the volumes in the protocol) | actives 0.2% (n = 330,000) | AID 2557; in the data active = inhibition above about 50%
Bcl-xL primary – blocks human Bcl-xL binding to Bim BH3 peptide. AID 2129. Q07817. inhibition, % at 10.9 µM. GST-Bcl-xL / FITC-Bim BH3 peptide fluorescence polarization. actives 0.7% (n = 320,000);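 active = inhibition above the mean of all tested compounds plus 3 SD, cutoff set per campaign, cut at about 30% in these data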;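 note: 0% = DMSO wells and 100% = unlabeled Bim-BH3 peptide competitor; inhibitors lower millipolarization by displacing the labeled peptide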
Target sequence (Q07817 whole entry, looked up): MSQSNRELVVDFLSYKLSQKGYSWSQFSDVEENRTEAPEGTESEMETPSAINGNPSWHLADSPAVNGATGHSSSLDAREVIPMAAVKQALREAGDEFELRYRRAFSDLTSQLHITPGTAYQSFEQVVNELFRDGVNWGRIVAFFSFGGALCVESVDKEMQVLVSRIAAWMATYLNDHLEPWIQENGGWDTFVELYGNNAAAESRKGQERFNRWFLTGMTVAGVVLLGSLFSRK
GLD-1 TGE inh – GLD-1-TGE RNA interaction inhibition (C. elegans). inhibition, % at 5.96 µM. Q17339. AID 2280. purified GLD-1 + fluorescein TGE RNA, fluorescence polarization. actives 0.44% (n = 320,000);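 active = percent inhibition above a per-plate cutoff, the plate mean of test compounds plus 3 SD, cut at about 30% in these data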;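 note: 0% = DMSO wells with GLD-1 and probe and 100% = wells lacking GLD-1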
MEX-5 binding – C. elegans MEX-5 TCR-2 RNA binding activity; MEX-5/FITC-TCR2 RNA binding, fluorescence polarization; stronger effect = lower value; activity score (negative = inhibition of binding), % at 10 µM; actives 0.38% (n = 300,000); Q9XUB2;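 active = inhibition past about -25% in most replicates, and total fluorescence under double the plate's negative control median, limit read from the data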;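 note: 0% = DMSO and -100% = 5 µM competing unlabeled TCR2 RNA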
Target sequence (Q9XUB2 whole entry, looked up): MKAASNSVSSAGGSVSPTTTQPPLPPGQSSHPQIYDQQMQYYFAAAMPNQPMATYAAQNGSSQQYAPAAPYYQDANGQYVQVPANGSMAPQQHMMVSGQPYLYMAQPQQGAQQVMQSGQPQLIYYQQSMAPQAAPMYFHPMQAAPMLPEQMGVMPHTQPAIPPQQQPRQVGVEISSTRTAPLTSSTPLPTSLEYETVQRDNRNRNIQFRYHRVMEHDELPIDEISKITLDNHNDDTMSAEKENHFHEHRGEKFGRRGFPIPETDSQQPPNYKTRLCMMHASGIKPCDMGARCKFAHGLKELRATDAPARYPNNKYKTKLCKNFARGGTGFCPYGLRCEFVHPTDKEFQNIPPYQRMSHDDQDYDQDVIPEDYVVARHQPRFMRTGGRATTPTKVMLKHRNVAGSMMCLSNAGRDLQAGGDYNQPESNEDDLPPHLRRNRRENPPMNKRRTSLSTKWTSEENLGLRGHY
* hit, by the source's call; x = not tested or not shown.

SMILES | GRK2 inh | PME-1 inh | Efflux pump inh | Fam108B inh | MCL1 BIM primary | VLA-4 inh | Bcl-xL primary | GLD-1 TGE inh | MEX-5 binding
COCc1nc2oc3ccc(C)cc3c(=O)c2cc1C(=O)OC | 4 | -6 | 0.1 | -1 | -6 | 5 | -1 | 2 | 8.7
O=C(Nc1cccc(Cl)c1)c1cccc(Oc2ccc([N+](=O)[O-])cc2Cl)c1 | 0 | -50 | 0.3 | -16 | -9 | -3 | -2 | -2 | -0.8
Cc1ccccc1C(C)NS(=O)(=O)c1ccc2c(c1)OCCO2 (stereo unspecified) | 0 | x | -0.3 | x | x | -1 | x | -1 | x
CCn1cnc2c1c(=O)n(Cc1nnc3n1-c1ccccc1SC3)c(=O)n2Cc1ccccc1 | 0 | -2 | 0.1 | -3 | 1 | 5 | 5 | 0 | 4.2
Nc1nnc(CSCc2ccccc2Cl)s1 | 0 | 0 | 0.1 | 2 | 6 | 11 | 3 | 4 | -1.1
O=C(O)CC(NC(=O)COc1ccc(Cl)cc1Cl)C(=O)O (stereo unspecified) | 5 | 1 | 0.1 | 2 | 14 | 8 | 10 | 5 | 0.3
Cc1cccc2sc(N3CCN(C(=O)C4COc5ccccc5O4)CC3)nc12 (stereo unspecified) | 6 | -4 | 0.1 | -5 | -1 | -7 | 7 | 0 | -1.0
CN(C)c1ccc(/C=N/NC(=S)NCc2ccco2)cc1 | 0 | 8 | 0.1 | 2 | 10 | -4 | 9 | 6 | -1.4
COc1ccc2c(C)c(CCC(=O)NC3CC3)c(=O)oc2c1C | 0 | -3 | 0.7 | -3 | -8 | 23 | -1 | 3 | -3.0
COc1ccc(C(=O)Oc2ccc(/C=N/Nc3ccc(Cl)c(C(=O)O)c3)cc2OC)cc1 | 0 | 13 | -0.1 | 5 | -11 | 26 | 5 | 1 | -1.2
CCOC(=O)c1[nH]c2ccc(OC)cc2c1NC(=O)CN1CCC2(CC1)OCCO2 | 5 | -1 | 0.0 | 1 | -12 | 26 | -5 | -2 | 2.0
CCOc1ccc2nc(SCC(=O)NC3CC3)sc2c1 | 1 | 5 | 0.0 | 0 | 3 | 12 | 1 | -10 | -3.4
N#Cc1ccc(C(=O)CSc2n[nH]c(=O)n2-c2cccnc2)cc1 | 2 | 4 | 0.1 | 0 | 1 | -7 | -2 | 0 | x
O=c1c(C(c2ccc(O)cc2)c2c(O)nc3n(c2=O)CCS3)c(O)nc2n1CCS2 | 0 | -10 | 0.0 | 3 | -3 | 10 | 12 | -3 | -12
COc1cccc(NC(=O)COc2ccccc2C(N)=O)c1 | 0 | 8 | -0.1 | 6 | -5 | 5 | 3 | 9 | -1.1

Full records as entered above. Order of screens: GRK2 inh	PME-1 inh	Efflux pump inh	Fam108B inh	MCL1 BIM primary	VLA-4 inh	Bcl-xL primary	GLD-1 TGE inh	MEX-5 binding
Record of `COc1ccc2c(C)c(CCC(=O)NC3CC3)c(=O)oc2c1C` → 0	-3	0.7	-3	-8	23	-1	3	-3.0
Record of `Nc1nnc(CSCc2ccccc2Cl)s1` → 0	0	0.1	2	6	11	3	4	-1.1

(cont.)
SMILES | GRK2 inh | PME-1 inh | Efflux pump inh | Fam108B inh | MCL1 BIM primary | VLA-4 inh | Bcl-xL primary | GLD-1 TGE inh | MEX-5 binding
O=C1NC(=O)C(Cc2c[nH]c3ccccc23)N1 (stereo unspecified) | 2 | 2 | 0.1 | -2 | 8 | -3 | 4 | -1 | 0.2
Cc1ccc(C(=O)Cn2c(N3CCOCC3)nc3c2c(=O)n(C)c(=O)n3C)cc1 | 1 | -14 | 0.0 | -2 | 2 | 1 | 3 | -9 | 1.3
CCOC(=O)C1=C(C)C2C3C(=O)N(c4ccccc4C)C(=O)C3C1(C)C1C(=O)N(c3ccccc3C)C(=O)C21 (stereo unspecified) | 0 | -2 | 0.1 | 2 | 5 | 18 | 1 | 5 | -0.4
Cc1cc(-c2nc3ccccc3o2)c2ccccc2n1 | 0 | -2 | 0.1 | 1 | 2 | 2 | 6 | 5 | 1.8
O=C(COC(=O)/C=C/c1ccc(C(F)(F)F)cc1)NC1CCCC1 | 2 | 1 | -0.1 | 0 | -2 | -2 | 4 | -1 | 0.7
c1ccc(CSc2nnc(-c3ccccc3)c(-c3ccccc3)n2)cc1 | 0 | 2 | -0.1 | -3 | -5 | 4 | -3 | 6 | 1.4
O=C(CSc1nc2ccccc2o1)N/N=C/c1ccccc1C(=O)O | 1 | -1 | -0.1 | 5 | 11 | 11 | 4 | 2 | -2.6
c1ccc2c(CN3CCOCC3)c3ccccc3c(CN3CCOCC3)c2c1 | 2 | 1 | 0.0 | 1 | 15 | 13 | 15 | 12 | -2.2
CCN1CCN(C(=O)C(C)Sc2nnc3nc(C)cc(C)n23)CC1 (stereo unspecified) | 8 | 0 | -0.1 | x | 8 | 21 | 3 | -4 | x
CC(=O)C1=NOC(CNC(=O)c2c(-c3ccccc3Cl)noc2C)C1 (stereo unspecified) | 1 | -1 | 0.0 | 8 | 3 | -5 | 5 | 9 | 2.4
COc1ccc(OC)c(CCNC(=O)c2ccc(CS(=O)(=O)c3ccc(Br)cc3)o2)c1 | 2 | 13 | -0.1 | 0 | 0 | 5 | 2 | 0 | -0.1
COc1cccc(C2c3c(oc4ccccc4c3=O)C(=O)N2CCCN(C)C)c1OC (stereo unspecified) | 2 | 5 | 0.4 | 1 | -1 | 4 | 7 | 0 | -1.0
O=C(CCNS(=O)(=O)c1ccc2c(c1)CCC(=O)N2)NCc1cccnc1 | 4 | 1 | 0.2 | -5 | 2 | 29 | 1 | -3 | 0.8
CCN(CC)S(=O)(=O)c1cccc(C(=O)Nc2ccc(C#N)cc2)c1 | 1 | -4 | 0.1 | -1 | 7 | -2 | 4 | 2 | 2.3
Cn1c(Cn2c(=O)sc3ccccc32)nnc1SCC(=O)Nc1ccc2c(c1)OCO2 | 0 | 3 | -0.3 | 1 | -4 | 18 | -3 | 7 | -1.3
COc1ccc(OC(=O)c2cc3cc(Cl)ccc3oc2=O)cc1 | 0 | -8 | 0.3 | 1 | -3 | 5 | 0 | -6 | 2.0
COc1ccc(CC(C(=O)Nc2cccc(F)c2)c2nn[nH]n2)c(OC)c1 (stereo unspecified) | 0 | -1 | -0.2 | 1 | 9 | 29 | 3 | 3 | -1.0
Cc1nc(N2CCC(C)CC2)c2c(C)c(C(=O)Nc3ccc4c(c3)OCCO4)sc2n1 | 0 | 5 | 0.3 | -7 | 5 | 2 | -3 | 1 | -4.4
Nn1c(-c2ccccc2Cl)nnc1-c1ccccc1Cl | 1 | 1 | -0.1 | -4 | 3 | -4 | 3 | 3 | x
O=C(Oc1ccccc1O)c1cccc2ccccc12 | 0 | -1 | 0.0 | 2 | -1 | 1 | 4 | 0 | -3.3
CN(CC(=O)Nc1ccc(F)c(F)c1F)C(=O)C1CCCO1 (stereo unspecified) | 0 | 3 | 0.0 | 3 | -11 | 1 | -8 | 3 | 0.2
CCN1CCN(C(=O)c2cc3cc([N+](=O)[O-])ccc3oc2=O)CC1 | 5 | 2 | -0.2 | -3 | 1 | 11 | 7 | 1 | 2.4
CCN1CCN(C(=O)C(=O)c2c(C)[nH]c3ccccc23)CC1 | 0 | -2 | 0.3 | 2 | -1 | 1 | -2 | 0 | 3.5
CCC1Oc2ccc(C)cc2N(CC(=O)NCCN2C(C)CCCC2C)C1=O (stereo unspecified) | 0 | -7 | 0.0 | 0 | 2 | -9 | 5 | 7 | 2.3
CN(C)S(=O)(=O)c1ccc(/C(O)=C2/C(=O)C(=O)N(Cc3cccnc3)C2c2ccncc2)cc1 (stereo unspecified) | 0 | 4 | 0.1 | 3 | -2 | 24 | -1 | -5 | 0.1
CCOc1ccc(N(CC(=O)NC2CCCCC2)C(=O)CNC(=O)c2ccco2)cc1 | 1 | -4 | 0.0 | -2 | 2 | 4 | 2 | 1 | -1.9
CCCNc1c(NS(=O)(=O)c2ccc(NC(=O)CC)cc2)c(=O)oc2ccccc12 | 4 | -9 | -0.1 | 0 | 0 | 12 | 2 | 2 | 2.3
CC(C)n1cc(/C=C(\C#N)S(=O)(=O)c2ccccc2)c2ccccc21 | 0 | 4 | 0.0 | -7 | 1 | -21 | 1 | 6 | -1.1
CCOC(=O)c1[nH]c(C)c(C(=O)NCc2ccccn2)c1C | 0 | -2 | -0.2 | 2 | -4 | -8 | 1 | 7 | -1.5
O=C(O)CCCC(=O)Nc1ccc(Br)cc1 | 6 | -4 | 0.0 | 1 | 3 | 9 | 3 | 6 | -0.3
CC/C(=C\C1CCCCC1)C(NP(=O)(c1ccccc1)c1ccccc1)c1ccccc1 (stereo unspecified) | x | -3 | x | -7 | 0 | x | 1 | 4 | -0.6
CCc1ccc(CN2CCC(Oc3ccc(C(=O)N4CCCC4)cc3)CC2)cc1 | 26 | 2 | -0.1 | 1 | 1 | 16 | 5 | 4 | -3.7
COC(=O)c1sccc1N/N=C(\C)c1ccc(F)c(Cl)c1 | 0 | 6 | -0.1 | 2 | -2 | 21 | 4 | 8 | 1.7
Nc1nnc(CC(=O)N2CCCCC2)s1 | 0 | 0 | 0.2 | 5 | 13 | 13 | 2 | 0 | -1.5
O=C(NCc1ccc2c(c1)OCO2)c1ccc(Cl)nc1 | 0 | 0 | 0.0 | -3 | 2 | -5 | 2 | 5 | -1.2
CCOc1ccc(CCNC(=O)CSc2cc(=O)n(C)c3ccccc23)cc1OCC | 2 | 2 | 0.0 | 2 | 5 | 8 | 7 | -2 | 1.6
CCCn1c(NC(=O)CN2C(=O)NC3(CCCCC3)C2=O)nc2ccccc21 | 3 | 4 | 0.0 | 1 | 1 | -29 | 8 | 9 | -1.2
CC(C)(C)C(=O)N1CCN(c2ccc(NC(=O)c3ccc([N+](=O)[O-])o3)cc2)CC1 | 1 | -1 | 0.1 | 4 | 8 | 17 | 1 | 12 | -0.6
CCCC(=O)Nc1nnc(CCN2CCCCC2)s1 | 2 | 3 | -0.1 | -1 | -3 | -1 | -5 | 2 | -0.7
Cc1ccc(S(=O)(=O)N2CCN(C(C)CC(=O)O)CC2)cc1 (stereo unspecified) | 2 | -3 | 0.0 | 0 | -10 | 32 | 0 | 0 | -5.3
O=C(CSc1nnc(C2CC2)n1C1CC1)Nc1cccc(Br)c1 | 0 | -6 | -0.2 | x | -12 | 12 | -9 | -1 | x
CCn1nc(NC(=O)c2ccccc2)c2cc3cccc(C)c3nc21 | 3 | 3 | 0.0 | -2 | 7 | 2 | 11 | 10 | -3.9
CCOC(=O)N1CCN(c2nc(-c3ccccc3)c3cc(C)ccc3n2)CC1 | 4 | -8 | -0.1 | 0 | -3 | -8 | 5 | -2 | 2.3
CCOC(=O)c1cc(-c2ccccc2)nn1CC1CC(c2cccnc2)=NO1 (stereo unspecified) | 2 | -1 | -0.1 | -2 | -6 | 22 | -2 | -2 | -3.5
COc1cc(/C=C/c2sc3ccccc3[n+]2CCCS(=O)(=O)[O-])ccc1O | 1 | -466 | 0.7 | -276 | -150 | 0 | -47 | -77 | 39
O=C(Nc1cccc2c1CCCC2)c1cc([N+](=O)[O-])cc([N+](=O)[O-])c1 | 1 | 2 | -0.1 | -2 | -8 | 0 | 0 | 4 | 1.0
CCOC(=O)c1oc2cc(O)ccc2c(=O)c1-c1ccc(OC)cc1 | 5 | -6 | 0.0 | 5 | -10 | -6 | 1 | 1 | 1.7

This is a subset. The share of hits here may be higher or lower than overall.
